S1P3 ag – activates the human S1P3 receptor; hit rate 0.1% among 60,000; Q99500; S1P3 NFAT-BLA reporter cells, agonism, FRET ratio; relative to 1 µM S1P, basal subtracted; activation, % at 4.5 µM;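 active means activation above the screen-wide mean plus 3 SD, cut at about 4.5% in these data, passing the limit was not always enough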; further: some compounds called inactive have numbers as strong as hits
Target sequence (Q99500 whole entry, looked up): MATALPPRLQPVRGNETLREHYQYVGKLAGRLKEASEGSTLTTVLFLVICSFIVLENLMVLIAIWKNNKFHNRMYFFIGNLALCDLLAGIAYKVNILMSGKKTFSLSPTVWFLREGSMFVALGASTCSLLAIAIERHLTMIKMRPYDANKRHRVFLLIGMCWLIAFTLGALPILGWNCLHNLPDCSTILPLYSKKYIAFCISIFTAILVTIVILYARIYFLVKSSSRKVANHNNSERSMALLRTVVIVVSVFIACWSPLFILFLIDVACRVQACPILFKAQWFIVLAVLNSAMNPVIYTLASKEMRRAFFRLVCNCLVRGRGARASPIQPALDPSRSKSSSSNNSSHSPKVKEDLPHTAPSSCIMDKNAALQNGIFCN
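material = human S1P3 NFAT-BLA reporter CHO cells | schedule = 4 h compound at 37 °C, 2 h substrate at RT | measured by = fluorescent BLA substrate, ex 405 nm, em 460/535 nm ratio | controls = 1 µM S1P reference | replication = primary once, confirmation triplicate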
AP ELISA ortho – alternative pathway complement inhibition, orthogonal assay | Human serum alternative complement pathway, LPS-coated ELISA, C3 deposition; tested in compound mixtures | inhibition, % at 5 µM | hit rate 0.08% among 62,000 | AID 1235;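 active means inhibition above 30% in each of the two pooled mixtures holding the compound, so the lower value exceeds 30%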;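 further: 0% = serum in Mg-EGTA without compound and 100% = EDTA serum blank; some compounds past the cut are filed as inactive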
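Assay system: Human serum alternative complement pathway, C3 deposition on LPS-coated wells | Incubation: 1 h serum-compound exposure at 37 °C | Doses: 5 µM per compound in ten-compound mixtures | Read-out: Percent inhibition | Technique: ELISA with HRP anti-human C3 antibody, TMB substrate, absorbance 450 nm | Replication: Two pool placements per compound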
Ecoli tolC – blocks growth of E. coli BW25113 tolC mutant; OD615; growth inhibition, % at 10 µM (by protocol); hit rate 2.2% among 65,000;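 active means growth inhibition at or above a cutoff equal to the mean over every tested compound plus 3 SD, cut at about 60% in these data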;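 further: growth measured after 20 h incubation at 37 °C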
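Assay system: tolC-deleted E. coli BW25113. Medium: kanamycin-containing LB broth (50 µg/mL). Dosing: 10 µM final, single dose. Timing: bacterial growth with compound for 20 h at 37 °C. Detection: A615 absorbance measurement. Read-out basis: growth inhibition in percent.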
RORA act – activates the human nuclear receptor RORA; CHO-K1 Gal4-RORA LBD luciferase reporter, luminescence; percent increase over mock-subtracted basal signal; activation, % at 10 µM; P35398; hit rate 1.5% among 65,000;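 active means activation above the mean of all tested compounds plus 3 SD, cut at about 49% in these data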;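 further: 0% = DMSO-treated RORA cells and 100% = added signal equal to DMSO minus mock-transfected cells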
S1P1 ag-PAM – activates or potentiates agonism at human S1P1 receptor. P21453. S1P1 CRE-bla cells, forskolin, beta-lactamase FRET, potentiator mode; S1P1 agonist co-added at EC20, 2 nM; 100% = saturating reference agonist, 0% = basal. activation, % at 9.5 µM. hit rate 0.57% among 56,000. AID 449;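 active means activation above a cutoff set at the mean activation of all tested compounds plus 3 SD, cut at about 54% in these data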;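 further: forskolin at 4 µM as EC80 and the EC20 agonist is SEW2871; 100% = SEW2871 at its EC100 plus forskolin at EC80; some compounds past the cut are filed as inactive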
HTR1E antagonist – 5-HT1E (human) receptor antagonism; P28566; CHO 5-HT1E Ga15 NFAT-bla reporter, FRET, antagonist; inhibition, % at 6 µM; hit rate 0.99% among 65,000;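 active means inhibition above a set limit, the mean inhibition across every tested compound plus 3 SD, cut at about 29% in these data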;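 further: signal is the 460 over 535 nm emission ratio of beta-lactamase substrate; 0% = agonist plus DMSO wells and 100% = wells without agonist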
SF-1 act – activators of human nuclear receptor SF-1. Q13285. CHO-K1 Gal4-SF-1 LBD luciferase reporter; % increase over DMSO SF-1-specific signal. activation, % at 10 µM. hit rate 1.9% among 65,000. AID 522;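 active means activation above the mean activation of all tested compounds plus 3 SD, cut at about 50% in these data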
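Test system: CHO-K1 cells with Gal4–hSF-1 LBD chimera plus Gal4-driven luciferase; Input: 4,000 cells/well; Compound: 10 µM only; Times: 20 h compound treatment, 37 °C; Measured by: steady-glow luciferase luminescence, read after 15 min reagent incubation; Measure: percent activation versus DMSO; Control set: DMSO and mock-transfected background; Replicates: one test per compound.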
5HT1E ag – agonists of human 5-HT1E serotonin receptor. P28566. activation, % at 6 µM. hit rate 0.69% among 65,000. CHO 5-HT1E Ga15 NFAT-bla reporter, FRET; 0% DMSO wells, 100% control agonist wells. AID 574;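 active means activation above a set limit, the screen-wide mean activation plus 3 SD, cut at about 8.5% in these data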;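 further: 100% = positive control agonist at 1 µM giving full maximal response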
5-HT1A blocker – blocks the human serotonin 5-HT1a receptor | AID 612 | inhibition, % at 10 µM | hit rate 0.68% among 62,000 | P08908 | CHO 5-HT1a Ga15 NFAT-bla reporter, antagonist mode;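 active means inhibition above the mean of all tested compounds plus 3 SD, cut at about 43% in these data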;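 further: receptor stimulated by 5-CT agonist at 100 nM near EC80; beta-lactamase reporter measured by ratiometric fluorescence of a cleavable substrate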
Target sequence (P08908 whole entry, looked up): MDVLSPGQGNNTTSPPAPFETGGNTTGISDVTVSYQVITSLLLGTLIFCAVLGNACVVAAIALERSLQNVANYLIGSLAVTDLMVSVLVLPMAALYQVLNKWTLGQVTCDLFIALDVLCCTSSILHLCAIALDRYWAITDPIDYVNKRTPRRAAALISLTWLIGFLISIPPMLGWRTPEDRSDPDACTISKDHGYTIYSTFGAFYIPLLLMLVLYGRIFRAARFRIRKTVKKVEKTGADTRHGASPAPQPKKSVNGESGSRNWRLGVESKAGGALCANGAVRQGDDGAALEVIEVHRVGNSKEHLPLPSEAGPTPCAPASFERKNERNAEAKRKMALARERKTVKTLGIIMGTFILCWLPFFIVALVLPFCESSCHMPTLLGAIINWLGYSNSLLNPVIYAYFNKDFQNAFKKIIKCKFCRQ
An asterisk follows results filed as active; . = not tested or not shown; & = joins results of further samples.

SMILES | S1P3 ag | AP ELISA ortho | Ecoli tolC | RORA act | S1P1 ag-PAM | HTR1E antagonist | SF-1 act | 5HT1E ag | 5-HT1A blocker
COC(=O)C1=C(C)Nc2ncnn2C1c1ccc(OCc2ccccc2)cc1 (centres undefined) | -1.5 | 15 | -6 | 3 | -8 | 13 | 10 | -0.6 | 11
COc1cc(Cl)ccc1NC(=O)COc1ccccc1C(=O)N1CCN(c2ccc(O)cc2)CC1 | -1.1 | -2 | 11 | -15 | 9 | -8 | 3 | 0.2 | 5
CN1CCc2c(sc3c2C(=O)NC(c2ccco2)N3)C1 (centres undefined) | -1.1&-3.6 | . | -8&12 | -2&-12 | 3&1 | 1&6 | 6&-3 | 1.5&0.7 | -4
Cc1cc(Nc2ccccc2N2CCOCC2)n2ncnc2n1 | 1.2 | 0 | . | 3 | -43 | -13 | -17 | 1.1 | -12
Cc1cc(NC(=O)C23CCC(C)(C(=O)O2)C3(C)C)no1 (centres undefined) | -0.8 | 11 | -16 | -8 | -22 | -8 | -5 | 0.3 | -3
O=C(CSc1oc(-c2ccc(F)cc2)nc1S(=O)(=O)c1ccc(F)cc1)NCC1CCCO1 (centres undefined) | . | 7 | 2 | -6 | . | 14 | 6 | -0.7 | 3
CCC(Sc1nc2n[nH]c(C)c2c(=N)n1-c1ccc(C)c(Cl)c1)C(=O)N1CCOCC1 (centres undefined) | 0.0 | . | -10 | 10 | -46 | 10 | 6 | 1.2 | -10
Cc1ccccc1Nc1ncnc2c1cnn2-c1ccccc1 | 0.0 | 24 | 40 | 38 | 21 | -2 | 34 | 0.8 | 19
Cc1cc(C(=O)CSc2nnc(C3COc4ccccc4O3)n2C)c(C)n1-c1ccc(F)cc1 (centres undefined) | 3.9 | 28 | 53 | 4 | 29 | 30* | 13 | 0.0 | 28
Cc1cccc(-n2ncc3c(Nc4c(C)n(C)n(-c5ccccc5)c4=O)ncnc32)c1 | . | -4 | 0 | -14 | . | -21 | -15 | -0.6 | 1
CCc1nc(N)c(C#N)c(-c2ccccc2OC)c1C | 1.7 | 9 | 12 | 3 | -14 | -11 | 3 | 0.4 | 5
Cn1ncc(C#N)c1NC(=O)c1nn2cccnc2c1Cl | 0.5 | 0 | -11 | -2 | . | -4 | -3 | 0.8 | -1
Cc1csc(NC(=O)C(Cc2ccccc2)n2cccc2)n1 (centres undefined) | 0.1 | 17 | 17 | 11 | 81* | 3 | -4 | -0.8 | 8
Clc1ccc(-n2ncc3c(NCCCn4ccnc4)ncnc32)cc1 | -4.0 | 8 | 9 | 12 | -9 | 14 | 47 | -0.9 | .
CN(C)S(=O)(=O)N1CCc2ccccc2C1 | -1.4 | 1 | -3 | 7 | -12 | 12 | 8 | 0.4 | 21
COC(=O)c1cn[nH]c1N | -0.1 | 22 | -26 | 4 | -11 | 5 | 5 | -1.3 | -1
CCCc1cc(=O)[nH]c(SCc2ccccc2)n1 | -0.1 | 14 | 11 | -22 | -1 | 2 | 7 | -0.4 | 2
CCOc1ccc(C2C(C(=O)c3ccc(C)o3)=C(O)C(=O)N2CCN2CCOCC2)cc1OC (centres undefined) | -5.6 | . | 8 | -5 | 9 | 14 | 3 | -0.5 | .
CCOC(=O)N1CCC(NS(=O)(=O)c2ccc3c(c2)CCN3C(C)=O)CC1 | . | 23 | 7 | 1 | . | 9 | -14 | 0.2 | -2
CC(=O)c1ccc(Oc2ncnc3sccc23)c(CN2CCOCC2)c1 | -0.1 | 1 | -5 | -21 | -18 | -6 | 1 | 0.3 | -4

Grouped by structure, those above with a cyano group
SMILES | S1P3 ag | AP ELISA ortho | Ecoli tolC | RORA act | S1P1 ag-PAM | HTR1E antagonist | SF-1 act | 5HT1E ag | 5-HT1A blocker
CCc1nc(N)c(C#N)c(-c2ccccc2OC)c1C | 1.7 | 9 | 12 | 3 | -14 | -11 | 3 | 0.4 | 5
Cn1ncc(C#N)c1NC(=O)c1nn2cccnc2c1Cl | 0.5 | 0 | -11 | -2 | . | -4 | -3 | 0.8 | -1

Continued:
SMILES | S1P3 ag | AP ELISA ortho | Ecoli tolC | RORA act | S1P1 ag-PAM | HTR1E antagonist | SF-1 act | 5HT1E ag | 5-HT1A blocker
O=C(Nc1nnc(SCC(=O)N2CCCCC2)s1)C1CCCCC1 | -1.1 | 9 | . | 8 | -2 | -11 | -8 | 0.8 | -11
c1ccc2c(c1)oc1c(Nc3ccc(CN4CCOCC4)cc3)ncnc12 | -1.0 | 8 | 20 | 14 | 6 | 5 | 54* | -0.4 | -4
CCOC(=O)c1cnn(-c2cccc(Cl)c2)c1N | 0.1 | 16 | -7 | 16 | -22 | 18 | 38 | -0.3 | 2
COc1ccc2c(c1)C(=O)N(c1ccccc1OC)C(=O)C2(C)C | -0.3 | 22 | 7 | 4 | 3 | 10 | 9 | -0.1 | -1
CC(=O)c1coc2ccc(OCC(=O)O)cc12 | 0.3 | -3 | -26 | 22 | -52 | 0 | 13 | 0.1 | -10
CC1Cc2ccccc2N1C(=O)c1cnc2n(c1=O)CCS2 (centres undefined) | -1.0 | 17 | -13 | 18 | -26 | 11 | 18 | -0.7 | 1
CC(=O)Nc1ccc(S(=O)(=O)N2CCN(CCCOc3cc(C)ccc3C)CC2)cc1 | -1.9 | -14 | 49 | -13 | 68 | 4 | -14 | 0.2 | 12
CCOC(=O)c1ccc(NC(=O)Cn2nnc3ccccc32)cc1 | -6.1 | . | 10 | -16 | 22 | 26 | 27 | -0.9 | .
CCCC1(C(=O)OC)NC(c2cc(OC)c(OC)c(OC)c2)C2C(=O)N(CC)C(=O)C21 (centres undefined) | . | -10 | -8 | 4 | . | -4 | -1 | -0.4 | -4
Cn1c(=O)[nH]c(=O)c2c1ncn2CCN1CCCCC1 | -0.9 | 10 | -23 | 17 | -6 | 2 | -3 | -0.9 | -6
O=C(Cn1nnc(-c2ccc(Cl)cc2)n1)NC1CCN(Cc2ccccc2)CC1 | 0.1 | 15 | 0 | -16 | 8 | 20 | -8 | -1.3 | 22
O=C(CSc1nc2ccsc2c(=O)n1NC(=O)c1ccccc1)NCc1ccco1 | . | 6 | 6 | 32 | . | 0 | 18 | -0.5 | 19
CCS(=O)(=O)n1nc(-c2ccc(C)cc2)nc1N | 0.0 | 10 | -6 | 6 | -8 | 2 | 5 | -1.0 | -4
O=C(NCc1cccc(F)c1)c1noc2c1CCCC2 | 0.3 | 6 | 10 | 24 | -17 | -4 | 18 | -0.2 | -6
O=C(NCc1ccco1)C1CN(S(=O)(=O)c2ccccc2)CCN1S(=O)(=O)c1ccccc1 (centres undefined) | -0.4 | . | -1 | 1 | 5 | 1 | 7 | 0.3 | 9
c1ccc(CCn2nnnc2CN2CCc3ccccc32)cc1 | -0.5 | -8 | 32 | -10 | 4 | 7 | 9 | -1.4 | 10
CC1(C(=O)O)CCC(C(=O)NC2CCCCCC2)C1(C)C (centres undefined) | -1.8 | . | -18 | 1 | -1 | -4 | 8 | 0.4 | .
O=C(Cn1cc2c(n1)CCCCC2)NCc1ccccc1 | 0.8 | 2 | -2 | 11 | -16 | 12 | -6 | -0.6 | 8
CCc1[nH]c(=O)c(C#N)c2c1CCCC2 | -2.8 | . | 5 | -2 | 7 | 0 | 12 | -0.1 | .
COc1cc(OC)c(NC(=O)c2ccco2)cc1Cl | -0.8 | 2 | 1 | -6 | -7 | -9 | -18 | -1.0 | 6
Cc1ccc(-c2nn(CC(=O)O)c(=O)c3ccccc23)cc1 | -0.3 | . | -1 | -29 | . | 2 | 2 | 1.0 | -7
CN(c1nnc(N)s1)C1CCCCC1 | -1.3 | 16 | -3 | 36 | 9 | -7 | 3 | -0.1 | -9
O=c1c2ccccc2n2nnnc2n1-c1ccccc1 | . | 21 | -6 | -3 | . | 2 | -10 | -0.8 | -1
O=C(NCC(F)(F)F)Nc1ncccn1 | 0.5 | -2 | -16 | -14 | 7 | 5 | -11 | 0.3 | 9
Cc1ccc(N2CCN(c3cc(C)nc4nc(C)nn34)CC2)c(C)c1 | -0.4 | 4 | 40 | -4 | -36 | -19 | -31 | 1.8 | -26
CCOC(=O)N1CCN(C(=O)N2CCOCC2)CC1 | -0.2 | 6 | -26 | 2 | . | -8 | 0 | 0.0 | -8
O=C(CNS(=O)(=O)c1ccc(F)cc1)N1CCN(c2ccc(F)cc2)CC1 | -1.3 | 15 | -2 | 3 | . | 10 | -1 | -1.5 | -9
CC(C)Nc1nc(NC(C)C)nc(N(C)n2cnnc2)n1 | -2.9 | . | 19 | 0 | -1 | 0 | -4 | 0.3 | .
COc1ccc2c(Cl)c(-c3nnc4n3CCCCC4)sc2c1 | -0.7 | -11 | 18 | 17 | 19 | 3 | 1 | 1.6 | 21
COC(=O)NCc1ccc(S(=O)(=O)N2CCOCC2)cc1 | -0.4 | -5 | 5 | -15 | 1 | 7 | 7 | -1.2 | 10
CC(C)C(c1nnnn1Cc1cccs1)N1CCN(c2ccccc2)CC1 (centres undefined) | -0.6 | 14 | 1 | -4 | -4 | 8 | -1 | 0.1 | 10
O=C(O)CCc1ccc(-c2cccs2)o1 | -1.4 | 12 | -6 | 4 | -19 | -6 | 8 | 0.4 | 17
O=C(CCc1ccc(S(=O)(=O)N2CCOCC2)cc1)NCCCN1CCCC1=O | -0.4 | 13 | -9 | -1 | -5 | -8 | -4 | 0.3 | -7
CCCCOc1ccccc1C1NC(=O)NC(C)=C1C(=O)OCc1ccco1 (centres undefined) | -1.6 | 6 | 28 | -16 | -12 | -2 | -13 | 4.2 | -1
CCOC(=O)c1nnn(-c2nonc2-c2ccccc2)c1C | 0.1 | 9 | -2 | -24 | -12 | -5 | -4 | -0.5 | 7
Cc1csc(SCc2ccccc2C(=O)O)n1 | -1.4 | 5 | -4 | 13 | -4 | -3 | 11 | 1.1 | -1
O=C(Nc1ccccc1C(=O)O)c1ncn[nH]1 | -1.4 | 14 | -12 | -14 | -18 | -6 | -6 | 0.0 | -8
COc1cc2c(cc1OC)CN(C(=O)CSc1nnc3scc(-c4ccccc4)n13)CC2 | 2.6 | 8 | -4 | 12 | -18 | -2 | 6 | 0.6 | -14
CC(C)(C)OC(=O)N1CCCC1C(=O)N1CCCC1C(=O)N1CCCC1C(=O)O (centres undefined) | -0.4 | -8 | -6 | -18 | 7 | 2 | -4 | 0.6 | 0
Cn1c(C(=O)N2CCCc3ccccc32)cc2sccc21 | 0.9 | 7 | 50 | 8 | 86* | -3 | -12 | -0.9 | 2

Assay outcomes from PubChem BioAssay.
